INS-1E GSIS act = GLuc luminescence reporter in INS-1E cells, primary screen for activators of glucose-dependent secretion of insulin; INS-1E GLuc reporter insulin secretion, 2-3 h; activation, % at 16.6 µM; actives 0.61% (n = 370,000);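 active = lowest replicate activation of at least 40%, so every replicate reaches that level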;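 also: 0% = median of neutral control wells and 100% = median of IBMX positive control wells; some compounds called inactive have numbers as strong as hits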
F508del corr = F508del CFTR correction, initial screen, CFBE line, single point; AID 720511, 2013; activity (quench increase), % at 7.58 µM; actives 0.36% (n = 350,000); CFBE cells, YFP halide quenching; stimulated with forskolin plus potentiator P3; % fluorescence drop versus neutral controls;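 active = mean added fluorescence quench of at least 8% versus neutral control, with both replicates also reaching 8%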;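 also: cells transiently co-express mutant CFTR-F508del with the halide-sensitive YFP; corrector assay measuring rescue of mutant channel to the surface after 24 h compound exposure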
XiGFP reactiv = activators of inactive X chromosome reactivation, primary screen, imaging, XiGFP fibroblasts, GFP high-content imaging, set 2 | XiGFP mouse fibroblasts, % GFP-positive cells imaging, 3 d; cells co-treated with 5-aza-dC sensitizer; scaled so ellipticine positive control = 100% | activation, % at 7.58 µM | actives 0.055% (n = 360,000);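 active = mean normalized replicate activation at least 10% and every replicate at or above 10%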;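 also: 0% = median of on-plate neutral control wells and 100% = ellipticine 6 µM median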
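System: SV40-immortalized XiGFP fibroblast cells, line 68-5-11 / Incubation: 3-day compound exposure, then 15 min fixation at room temperature / Compound: single concentration per compound, delivered by pin transfer / Buffer or medium: DMEM plus 5-aza-dC sensitizer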
Active calls of the source: *.

SMILES	INS-1E GSIS act	F508del corr	XiGFP reactiv
CCS(=O)(=O)NCC[C@@H]1CC[C@@H](NC(=O)C2CCCCC2)[C@H](CO)O1	-4	-0.7	0.1
O=C(C[C@H]1C=C[C@H](NC(=O)c2cccnc2)[C@@H](CO)O1)NCCN1CCCCC1	21	-1.7	0.0
C[C@@H]1CN([C@H](C)CO)C(=O)c2cc(NC(=O)CCCN(C)C)ccc2O[C@@H]1CN(C)Cc1ccc2c(c1)OCO2	7	-2.6	0.0
O=S(=O)(Cc1ccccc1)NCC[C@@H]1CC[C@@H](NS(=O)(=O)c2ccc(F)cc2)[C@H](CO)O1	-2	-1.1	0.2
NCC[C@H]1CC[C@@H](NC(=O)c2ccccc2F)[C@H](CO)O1	0	-1.2	-0.4
O=C(Cc1cccnc1)N[C@H]1CC[C@H](CCNS(=O)(=O)c2ccccc2Cl)O[C@H]1CO	6	-1.0	0.0
O=C(C[C@H]1CC[C@@H](NC(=O)Nc2ccc3c(c2)OCO3)[C@@H](CO)O1)NCCCN1CCOCC1	2	-1.3	-0.4
C[C@H]1CN([C@@H](C)CO)C(=O)c2cccc(NC(=O)c3nc4ccccc4s3)c2O[C@H]1CN(C)Cc1ccc2c(c1)OCO2	-34	-1.4	-0.9

Molecules from the list above that have nitrogen in an aromatic ring, in the order listed:
SMILES	INS-1E GSIS act	F508del corr	XiGFP reactiv
O=C(C[C@H]1C=C[C@H](NC(=O)c2cccnc2)[C@@H](CO)O1)NCCN1CCCCC1	21	-1.7	0.0
O=C(Cc1cccnc1)N[C@H]1CC[C@H](CCNS(=O)(=O)c2ccccc2Cl)O[C@H]1CO	6	-1.0	0.0
C[C@H]1CN([C@@H](C)CO)C(=O)c2cccc(NC(=O)c3nc4ccccc4s3)c2O[C@H]1CN(C)Cc1ccc2c(c1)OCO2	-34	-1.4	-0.9

2 compounds drawn at random from those above:
SMILES	INS-1E GSIS act	F508del corr	XiGFP reactiv
NCC[C@H]1CC[C@@H](NC(=O)c2ccccc2F)[C@H](CO)O1	0	-1.2	-0.4
O=C(C[C@H]1CC[C@@H](NC(=O)Nc2ccc3c(c2)OCO3)[C@@H](CO)O1)NCCCN1CCOCC1	2	-1.3	-0.4

Source: PubChem BioAssay (Broad Institute)

Some of the compounds tested (hit frequency here may not be typical).
